P. falciparum M17LAP – P. falciparum M17LAP inhibitors, primary screen, biochemical, fluorogenic H-Leu-NHMec substrate, 1536-well (AID 1619). inhibition, % at 30 µM; hits with a dose series show IC50 in µM. 220,000 tested, 0.38% active. recombinant M17LAP, H-Leu-NHMec fluorogenic kinetic assay; higher % means a stronger effect;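 active = compound inhibiting the enzyme by more than half at any dose during confirmatory dose-response retesting; inconclusive = strong single-dose inhibitors picked by rank but not retested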;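 also: plate controls were full reaction with DMSO carrier for no effect and no enzyme background for full effect; strong numbers were not always called active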
PMI inhibitors – MPI enzyme activity inhibition – biochemical, fluorescence intensity, coupled assay, primary screen (AID 1209) | purified PMI enzyme, coupled fluorescence intensity; higher % means a stronger effect | inhibition, % at 20 µM; hits with a dose series show IC50 in µM | 190,000 tested, 0.42% active;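 also: plate controls were DMSO vehicle for no effect and wells lacking substrate for full effect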
M1AAP inhibition – malaria alanyl aminopeptidase activity blockers – biochemical, fluorogenic H-Leu-NHMec substrate, 1536-well (AID 1445); 220,000 tested, 0.42% active; recombinant M1AAP, H-Leu-NHMec fluorogenic kinetic assay; higher % means a stronger effect; inhibition, % at 30 µM; hits with a dose series show IC50 in µM;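 active = primary inhibition above the hit cutoff, then over 50% inhibition at one or more dose response concentrations, cut at about 23% in these data, passing the limit was not always enough; inconclusive = conflicting primary data, or primary hits not chosen for dose response; inactive = low primary inhibition, or under 50% at every dose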;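 also: plate controls were DMSO full reaction for no effect and no enzyme background for full effect; strong numbers were not always called active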
ER stress rescue – rescue of cells from ER stress-induced death, primary screen, 384-well, CSM14.1, thapsigargin, ATP luminescence (AID 1222); CSM14.1 thapsigargin-induced death rescue, ATP luminescence; higher % means a stronger effect; cellular ATP content (survival), % at 20 µM; hits with a dose series show EC50 in µM; 190,000 tested, under 10 active;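 active = EC50 below 50 µM in the dose-response confirmation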;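 also: death triggered by thapsigargin at about 15 µM added after 2 h compound pretreatment; cell ATP read after overnight thapsigargin exposure of roughly 18 to 22 hours; normalized against plate controls of thapsigargin alone and 5% DMSO vehicle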
XIAP antagonists – small molecules displacing peptide from XIAP – biochemical, IAP family, fluorescence polarization (AID 1018); XIAP BIR domain, fluorescence polarization peptide displacement; higher % means a stronger effect; one-dose displacement, % at 20 µM; IC50 in µM for titrated hits; 200,000 tested, 0.007% active; in the data active = displacement above about 50%; also: a part of the inactive calls stands beside numbers as strong as those of hits
Myeloid diff MLP – promotes myeloid progenitor differentiation; calls only at 10 µM; ER-HoxA9 myeloid progenitors, lysozyme-GFP differentiation, flow cytometry; AID 624256; 360,000 tested, 1% active;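 active = normalized GFP-positive differentiation at or above the plate's own cutoff, the solvent-only control mean plus 3 SD; inconclusive = no clear call, values can overlap the other calls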;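 also: cells exposed to compound for four days before flow analysis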
LYP inhibition – inhibitors of LYP phosphatase, biochemical, fluorescence intensity, uHTS (AID 1779); one-dose inhibition, % at 11.5 µM; IC50 in µM for titrated hits; 290,000 tested, 0.054% active; recombinant LYP phosphatase, fluorescence intensity; higher % means a stronger effect;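 also: plate controls were vehicle with enzyme for no effect and no enzyme for full effect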
TNAP activators – human TNAP enzyme activators, primary screen, biochemical, luminescent, no phosphate acceptor, uHTS (AID 1001); purified TNAP, luminescent activation assay, no phosphate acceptor; higher activation fold means a stronger effect; activation fold at 20 µM, or EC50 in µM where a hit was titrated; 200,000 tested, 0.03% active; in the data active = activation fold from about 3, or a potency from the dose series; inactive = the rest, 99 in 100 with activation fold below about 1.6; also: many of its hits are not listed in these tables
PMI inhibition – MPI inhibition at elevated mannose 6-phosphate – biochemical, fluorescence intensity, high mannose 6-phosphate, primary screen (AID 1220). recombinant PMI enzyme, coupled fluorescence intensity; higher % means a stronger effect. inhibition, % at 20 µM; hits with a dose series show IC50 in µM. 190,000 tested, 0.66% active
Myeloid diff MLP GFP+ MAC1+ % – further read-out of Myeloid diff MLP, marked with its call; GFP+ MAC1+ double positive, %; measured here: differentiation confirmed by MAC1 staining
Numbers without * were called inactive; i = inactive; ? = inconclusive; nt = no result given; + = active, no number. Rule as the data show it, unless noted: active = inhibition above about 50%; inactive = the rest.

SMILES | P. falciparum M17LAP | PMI inhibitors | M1AAP inhibition | ER stress rescue | XIAP antagonists | Myeloid diff MLP | Myeloid diff MLP GFP+ MAC1+ % | LYP inhibition | TNAP activators | PMI inhibition
CN1CCN(CCC(=O)Nc2ccccc2Cl)CC1 | 8% | -7% | -5% | 0.5% | 29% | i | 1.5 | -4% | 1.1 | -5%
Cc1nc(NC(=O)COc2ccc(Cl)cc2)sc1C(=O)N(C)C | -4% | 7% | -1% | 4.9% | -4.5% | nt | nt | -4% | 1.1 | 13%
CC(C)(C)C(=O)OCc1nc(-c2ccc(C(F)(F)F)cc2)cs1 | 2% | nt | 4% | nt | nt | i | 1.0 | -4% | nt | nt
CC1=C(C(=O)OC2CCCCC2)C(c2ccco2)n2ncnc2N1 (stereo not drawn) | 4% | -2% | 8% | -0.5% | -3.5% | i | 2.9 | -4% | 0.9 | -1%
CCOC(=O)NC(=O)C(=CNc1cccc(OC)c1)C(=O)NC(=O)OCC | -7% | 6% | 9% | 0.5% | -7.9% | i | 0.0 | -8% | 1.1 | 11%
CC(=O)N=c1sc2cc(C)ccc2n1C | 0% | -6% | 3% | 3.9% | -4.4% | i | 1.0 | -7% | 1.1 | -6%
CN(C)CCCNC(=S)Nc1ccc(-c2ccccc2)cc1 | 2% | nt | 2% | nt | nt | i | 0.2 | -7% | nt | nt
COc1ccc(N/C=C2\CCc3ccccc3C2=O)cc1 | -1% | 98%* | 5% | -4.5% | -5.0% | i | 0.7 | -2% | 1 | nt
COc1ccc(CCNC(=O)CSc2nnc(NC(C)=O)s2)cc1OC | -4% | -2% | 2% | -1.0% | -2.1% | i | 0.7 | -7% | 1.1 | 0%
COc1ccc(/C=C(\C#N)C(=O)OCC(=O)NC(=O)NCCC(C)C)cc1 | 19% | -5% | 7% | -1.1% | -6.4% | i | 1.6 | 1% | 1.1 | -2%
Cc1onc(-c2ccccc2)c1C(=O)Nc1cccc(OC(C)C)c1 | -2% | 9% | 0% | nt | -5.4% | i | 0.9 | 3% | 1 | 14%
COc1ccccc1-c1cn[nH]c1-c1ccc(OCc2ccccc2)cc1O | 4% | nt | -5% | nt | nt | i | 0.1 | 1% | nt | nt
COc1ccc(CC(=O)N2CC(C)CC(C)C2)cc1 (stereo not drawn) | 26% | -6% | 6% | -0.3% | -5.4% | i | 1.4 | -5% | 1.2 | -7%
COc1cc2nc(C3CC3)n(NC(=O)c3ccc(Cl)cc3)c(=O)c2cc1OC | 13% | -13% | 8% | 0.5% | -26% | i | 6.2 | -7% | 1.1 | -4%
CCC1(c2ccccc2)NC(=O)N(CC(=O)N2CCN(S(=O)(=O)c3ccccc3)CC2)C1=O (stereo not drawn) | -8% | -17% | -3% | -2.8% | -0.8% | ? | nt | -3% | 1 | -16%
O=C1/C(=C/c2cccnc2)SC(=S)N1N1CCOCC1 | 12% | nt | 8% | nt | nt | i | 0.9 | 0% | nt | nt
Fc1ccc(C2C3=C(Nc4ncnn42)c2ccccc2OC3c2ccncc2)cc1 (stereo not drawn) | -55% | 17% | 12% | 2.2% | -4.6% | i | 1.9 | -4% | 1.1 | 5%
O=C(NCC(=O)N(c1cccnc1)C(C(=O)NC1CCCC1)c1cccs1)c1ccco1 (stereo not drawn) | 5% | -1% | 7% | -0.3% | -2.8% | i | 3.9 | -8% | 1.1 | -9%
Cc1cccc(CN2CCN(C(=O)CCc3nnc(C4CCCCC4)o3)CC2)c1 | -13% | 1% | 4% | 1.4% | -3.7% | i | 0.2 | -7% | 1.1 | 2%
CC1=C(C(=O)Nc2ccccc2)C(c2ccc(C)o2)n2c(s/c(=C/c3ccccc3)c2=O)=N1 (stereo not drawn) | 12% | 3% | 15% | 0.6% | -2.8% | i | 1.0 | 4% | 1 | 4%
O=C(c1cccs1)N(Cc1cc2ccccc2[nH]c1=O)c1ccccc1 | 5% | 4% | -5% | -1.4% | -4.7% | i | 0.3 | -5% | 1.2 | 5%
CCn1c(C)cc(/C=C2\NC(=O)N(CC(=O)Nc3ccc(F)cc3)C2=O)c1C | 0% | -45% | 6% | -1.7% | -9.2% | i | 0.5 | -4% | 1 | -81%
CN(C)C(=O)Cn1c(SCC(=O)NCc2ccc3c(c2)OCO3)nc2ccccc21 | -13% | 13% | -1% | -1.8% | -2.7% | i | 0.8 | -6% | 1 | 18%
COc1ccc(C(=O)Nc2ccc(N3CCN(C(=O)C(C)C)CC3)cc2)cc1[N+](=O)[O-] | -7% | 10% | 11% | -2.4% | -6.6% | i | 0.6 | -2% | 1.1 | 11%
S=C(Nc1ccccc1)N1CCN(C2CCCCC2)CC1 | -6% | 6% | 0% | -1.2% | -1.9% | + | 7.4* | -3% | 1.1 | 7%

Going on with the list.
SMILES | P. falciparum M17LAP | PMI inhibitors | M1AAP inhibition | ER stress rescue | XIAP antagonists | Myeloid diff MLP | Myeloid diff MLP GFP+ MAC1+ % | LYP inhibition | TNAP activators | PMI inhibition
CCOc1ccccc1C(=O)NC1CC2CCCC(C1)N2Cc1nnnn1Cc1ccco1 (stereo not drawn) | -8% | -1% | 4% | 0.0% | -3.7% | i | 3.0 | -9% | 0.9 | 8%
CCCC(=O)Nc1ccccc1NC(=O)c1ccc(OC(C)=O)cc1 | -5% | -4% | 9% | 0.0% | -4.0% | i | 0.1 | -6% | 1.1 | -12%
COc1cc(/C=N/NC(=O)c2ccncc2)ccc1OCCN1CCCCC1 | 47% | -4% | 8% | -0.3% | -5.3% | i | 0.6 | 4% | 1 | -2%
CCC(C)(C(=O)NC1CCCC1)N(Cc1cccs1)C(C)=O (stereo not drawn) | 5% | -3% | -2% | 1.6% | -6.1% | i | 0.9 | -8% | 1 | 0%
O=C(Cn1nc(-c2ccc(N3CCOCC3)c([N+](=O)[O-])c2)c2ccccc2c1=O)N1CCCCC1 | 2% | 8% | 5% | 3.0% | -0.7% | i | 0.4 | 3% | 1 | 7%
Cc1cc(C)c(C#N)c(N2CCSCC2)n1 | -2% | 0% | 4% | -0.7% | -5.1% | i | 1.3 | -9% | 1.1 | 1%
O=C(N/N=C/C(Br)=C/c1ccccc1)c1cnccn1 | 0% | nt | 10% | nt | nt | + | nt | 1% | nt | nt
Cc1c(Br)c([N+](=O)[O-])nn1CC(=O)NCc1cccs1 | 5% | 5% | 7% | -2.1% | -4.4% | i | 1.1 | -6% | 1.1 | 4%
O=C(N/N=C/c1ccc(N2CCCCC2)o1)c1ccccc1[N+](=O)[O-] | 40% | -1% | 9% | 0.2% | -1.4% | i | 0.2 | 4% | 0.9 | 10%
O=C(CCCC1=NS(=O)(=O)c2ccccc2N1)N1CCN(c2ccc(Cl)cc2)CC1 | 2% | -1% | 3% | 1.6% | 0.0% | i | 2.5 | -3% | 1.1 | 7%
CCC(=O)NC(c1cccs1)c1cc(Cl)c2cccnc2c1O (stereo not drawn) | -13% | nt | -3% | 3.2% | -0.7% | ? | nt | -3% | 1.1 | nt
O=C(Nc1ccccn1)Nc1cccs1 | 5% | -4% | 62µM* | 0.0% | -6.3% | i | 5.1 | -9% | 1.1 | -12%
CC(C)(C)C1CCc2onc(C(=O)NC3CCCC3)c2C1 (stereo not drawn) | 10% | -1% | -3% | -0.8% | -3.1% | i | 0.2 | -10% | 1.1 | -4%
c1ccc(-c2cc(N3CCCCCC3)n[nH]2)cc1 | -4% | nt | 12% | -3.0% | 2.6% | i | 5.2 | -7% | 1 | nt
O=C(COc1ccccc1)N1CCN(C(=O)c2ccc([N+](=O)[O-])cc2)CC1 | 3% | nt | ? | -2.9% | -6.1% | i | 0.3 | -4% | 1 | nt
Clc1ccc(OCCCCN2CCc3ccccc3C2)cc1 | 4% | -2% | 3% | -2.8% | -7.2% | i | 0.2 | -10% | 1.1 | 5%
CC(C)c1nc2sc3c(c2c(=O)n1N)CC(C)(C)OC3 | 2% | -4% | -1% | -1.1% | -5.0% | i | 0.1 | -9% | 1 | 1%
O=[N+]([O-])c1c(C(Cl)Cl)nn(-c2ccc(Cl)cc2)c1N1CCCCC1 | 7% | -4% | 4% | -0.6% | -5.4% | i | 0.2 | -9% | 1.1 | -5%
CC(C)c1ccccc1NC(=O)COC(=O)C1(C)CC1(Cl)Cl (stereo not drawn) | 16% | -2% | 0% | -0.5% | -4.7% | i | 0.3 | 0% | 1.1 | 5%
N/C(=N\OC(=O)Cc1cccs1)c1ccccc1 | 0% | 7% | -2% | -0.2% | -2.0% | i | 0.8 | -3% | 1.1 | 6%
NC(=S)NNC(=S)Nc1ccccc1 | 4% | 21% | -11% | -0.4% | -1.7% | i | 0.5 | -2% | 2.5 | 20%
COc1ccccc1CNC(=O)CCn1c(=O)[nH]c2ccsc2c1=O | 8% | -8% | 8% | 0.4% | -3.5% | i | 0.9 | -4% | 1.1 | -10%
NC(=O)COC(=O)c1cc(=O)[nH]c2ccccc12 | -1% | nt | 5% | nt | nt | i | 0.4 | -1% | nt | nt

Reformatted: 9 of the compounds above
Structure	P. falciparum M17LAP	PMI inhibitors	M1AAP inhibition	ER stress rescue	XIAP antagonists	Myeloid diff MLP	Myeloid diff MLP GFP+ MAC1+ %	LYP inhibition	TNAP activators	PMI inhibition
O=C(COc1ccccc1)N1CCN(C(=O)c2ccc([N+](=O)[O-])cc2)CC1	3%	nt	?	-2.9%	-6.1%	i	0.3	-4%	1	nt
Clc1ccc(OCCCCN2CCc3ccccc3C2)cc1	4%	-2%	3%	-2.8%	-7.2%	i	0.2	-10%	1.1	5%
CC(C)c1nc2sc3c(c2c(=O)n1N)CC(C)(C)OC3	2%	-4%	-1%	-1.1%	-5.0%	i	0.1	-9%	1	1%
O=[N+]([O-])c1c(C(Cl)Cl)nn(-c2ccc(Cl)cc2)c1N1CCCCC1	7%	-4%	4%	-0.6%	-5.4%	i	0.2	-9%	1.1	-5%
CC(C)c1ccccc1NC(=O)COC(=O)C1(C)CC1(Cl)Cl (stereo not drawn)	16%	-2%	0%	-0.5%	-4.7%	i	0.3	0%	1.1	5%
N/C(=N\OC(=O)Cc1cccs1)c1ccccc1	0%	7%	-2%	-0.2%	-2.0%	i	0.8	-3%	1.1	6%
NC(=S)NNC(=S)Nc1ccccc1	4%	21%	-11%	-0.4%	-1.7%	i	0.5	-2%	2.5	20%
COc1ccccc1CNC(=O)CCn1c(=O)[nH]c2ccsc2c1=O	8%	-8%	8%	0.4%	-3.5%	i	0.9	-4%	1.1	-10%
NC(=O)COC(=O)c1cc(=O)[nH]c2ccccc12	-1%	nt	5%	nt	nt	i	0.4	-1%	nt	nt

Compound activity from PubChem BioAssay.
